Source: PubChem BioAssay
MITF TRPM1 inh = reduces MITF-dependent TRPM1 promoter luciferase signal; SK-MEL-5 TRPM1 promoter luciferase, 24 h; inhibition, % at 12.5 µM; 330,000 tested, 0.83% active; AID 488899;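 active means mean inhibition across replicates of 60% or more, whatever share of single replicates reaches that level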; further: values of inactives mirror those of a sister screen read the other way
KKLEB cytotox = counter-screen for CF NF-kB inhibitors: cytotoxicity. 360,000 tested, 0.36% active. activity change (cytotoxicity), % at 5 µM. KKLEB CF airway cells viability, ATPlite luminescence, overnight; hits give low values; cells stimulated with P. aeruginosa culture filtrate;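 active means corrected activity change at or below -50% at 5 µM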
HIF-2a block = inhibitors of HIF-2a | inhibition, % at 18.8 µM | 360,000 tested, 0.72% active | 786-0 RCC cells HIF-2a reporter, luciferase luminescence, overnight;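 active means inhibition of the luminescence signal of 40% or more relative to plate controls, in a single-dose primary screen at 18.75 µM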
CF NFkB inh = inhibitors of cystic fibrosis induced NF-kB. KKLEB NF-kB-GFP reporter, PAF-induced, GFP fluorescence overnight. inhibition, % at 5 µM. 360,000 tested, 0.86% active;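 active means at least 50% inhibition at 5 µM, scaled per plate between neutral and stimulator controls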;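 further: PAF is a Pseudomonas aeruginosa culture filtrate used as stimulus; plate controls were PAF-stimulated DMSO wells for no effect and unstimulated DMSO wells for full effect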
Peg3 promoter = inhibitors of Peg3 promoter; HeLa PEG-Prom luciferase reporter, luminescence, overnight; inhibition, % at 20 µM; 360,000 tested, 1.7% active; AID 588405;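 active means inhibition of at least 50% at 20 µM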
NR2E3 ag-1 = activates human NR2E3 receptor; AID 602229; 360,000 tested, 0.35% active; inhibition of corepressor binding, % at 3.98 µM; CHO-S Gal4-NCOR/VP16-NR2E3 two-hybrid, luciferase;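 active means inhibition above the mean of all tested compounds plus 3 SD, cut at about 70% in these data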;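 further: 0% = DMSO with NR2E3 transfected cells and 100% = cells lacking NR2E3 construct; higher means lower luciferase signal from less NR2E3 corepressor binding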
Target sequence (Q9Y5X4 whole entry, looked up, the tested form may be a part): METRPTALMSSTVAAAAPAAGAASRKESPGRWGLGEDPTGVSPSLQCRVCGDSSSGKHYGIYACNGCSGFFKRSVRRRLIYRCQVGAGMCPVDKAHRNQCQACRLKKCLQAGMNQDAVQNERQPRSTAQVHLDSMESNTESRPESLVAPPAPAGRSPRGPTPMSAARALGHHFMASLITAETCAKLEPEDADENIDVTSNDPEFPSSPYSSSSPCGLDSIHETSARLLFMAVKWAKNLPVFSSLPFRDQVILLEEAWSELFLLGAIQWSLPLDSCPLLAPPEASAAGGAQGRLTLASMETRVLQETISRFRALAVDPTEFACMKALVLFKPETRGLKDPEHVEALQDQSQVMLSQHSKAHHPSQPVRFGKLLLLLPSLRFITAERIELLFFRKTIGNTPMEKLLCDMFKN
EBV LMP1 NFkB = inhibitors of Epstein-Barr LMP1-induced NF-kappaB reporter; LMP1-induced NF-kappaB luciferase reporter cells, luminescence; inhibition, % at 12.5 µM; 350,000 tested, 0.69% active; AID 504558; in the data active means inhibition above about 41%;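 further: 0% = neutral control wells and 100% = reference inhibitor control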
C8 TRAIL sens = caspase-8 TRAIL sensitization. NB7+C8 cells + TRAIL, ATPlite viability luminescence. 360,000 tested, 1% active. AID 624354. inhibition (viability loss, TRAIL sensitization), % at 10 µM;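 active means compounds causing at least 50% loss of cell viability in the single-dose screen, relative to plate controls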
iPSC survival up = increases survival of single human iPS cells | hiPSC single-cell survival, ATPlite luminescence; 100% = ROCK inhibitor wells, 0% = DMSO | 360,000 tested, 0.044% active | survival enhancement, % at 20 µM; in the data active means survival enhancement above about 18%;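 further: cells exposed to compounds for 16 hours before the ATP read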
NR2E3 ag-2 = agonists of human nuclear receptor NR2E3 | 320,000 tested, 0.12% active | AID 2300 | GST-NR2E3/biotin-RetCOR TR-FRET, 1536-well | inhibition of corepressor binding, % at 4.78 µM | Q9Y5X4;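 active means percent inhibition above the cutoff of mean plus 3 SD of all tested compounds, set per screening campaign, cut at about 20% in these data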;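 further: 0% = DMSO wells and 100% = biotin wells as full block of FRET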
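Assay system: NR2E3–RetCOR corepressor complex. Quantity: 1.35 nM GST-NR2E3. Buffer or medium: pH 7.5 Tris-based buffer. Reagent: biotinylated RetCOR corepressor at 7 nM final. Schedule: 5 h at 4 °C. Detection: TR-FRET, emission read at 617 and 671 nm. Replicates: one well per compound, singlicate testing.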
Shn3 inh set2 = inhibitors of Schnurri-3 3'UTR reporter in osteoblasts; Clone20 osteoblast Shn3 3'UTR firefly luciferase, 24 h; inhibition, % at 12.5 µM; 360,000 tested, 0.52% active; AID 588674;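 active means mean inhibition of at least 75% with every replicate also reaching 75%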;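 further: 0% = median of neutral control wells and 100% = pilot-screen positive control compound; some compounds past the cut are filed as inactive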
Starred values were filed as active, the others as inactive; / = not tested or not shown. The list is partial. The share of hits here may be higher or lower than overall.

Molecule,MITF TRPM1 inh,KKLEB cytotox,HIF-2a block,CF NFkB inh,Peg3 promoter,NR2E3 ag-1,EBV LMP1 NFkB,C8 TRAIL sens,iPSC survival up,NR2E3 ag-2,Shn3 inh set2
COC1=CC(=O)OC(/C=C/c2ccccc2)C1 (stereo unspecified),-9,16,-49,-16,-43,-14,1,6,0.8,2,-19
CC(C)N1CCC2(CC1)NC(CO)(CO)CO2,0,8,23,1,-4,6,17,-13,-1.9,2,16
CN(C)CCN=Cc1c(O)n(C2CCCCCC2)c(=O)[nH]c1=O,15,0,9,16,-14,-34,-25,-2,-1.2,-1,-12
COc1cc2c(cc1O)C[C@H]1NCCc3cc4c(c-2c31)OCO4,23,17,50*,-315,44,-42,-2,4,-1.1,1,4
CN(C)C(=O)Oc1ccc2c(c1)O/C(=C\c1cccc([N+](=O)[O-])c1)C2=O,-6,6,8,-12,-13,-9,0,1,-0.5,1,10
O=C(c1ccc2c(c1)OCO2)C1CCCN(Cc2ccc(F)c(F)c2)C1 (stereo unspecified),0,4,8,-53,27,0,-15,-1,-0.7,-1,-16
CN1C2CCC1C(C(=O)O)C(O)C2 (stereo unspecified),2,0,0,4,-7,5,6,-10,2.7,/,-2
O=C(NCC(c1cccnc1)N1CCN(c2ccccc2F)CC1)Oc1ccccc1 (stereo unspecified),-1,-7,14,3,7,0,6,4,-0.4,-2,21
O=C(O)COc1ccccc1/C=C1\C(=O)NC(=O)N(CCC2=CCCCC2)C1=O,14,13,10,-11,-15,-15,1,-6,-0.2,-6,-25
COc1ccc(-c2nn(CCC#N)cc2C(=O)NCc2ccccc2)cc1,-1,4,4,-14,6,-1,1,-7,1.6,0,7
O=C1NCN(c2ccccc2)C12CCN(C(c1ccnc3ccccc13)c1nnnn1C1CCCC1)CC2 (stereo unspecified),/,-13,21,26,21,0,/,-11,3.8,/,-12
O=C1NCCN2CCCC12 (stereo unspecified),6,6,13,-18,10,0,2,-28,4.0,1,9
COc1cc2c(cc1OC)C(C(=O)N(C)C1CCCCC1)C1CCCCN1C2=O (stereo unspecified),-4,-2,12,12,11,-4,-2,20,2.4,5,17
CCC(=O)c1ccc(OC)c(OC)c1,/,2,17,-27,-5,5,-4,-6,0.5,3,1
C=CCC1(Nc2ccccc2)CC(C)N(C)CC1C (stereo unspecified),-6,18,23,-3,2,-42,-1,-1,-0.7,-3,10
O=C(c1cc(F)ccc1F)C1CCCN(Cc2cccc(Cl)c2)C1 (stereo unspecified),7,-2,11,20,4,18,-4,2,0.6,1,15
O=C(O)CCn1cc(C=C2C(=O)NC(=S)NC2=O)c(-c2cccc(Cl)c2)n1,2,1,11,2,-12,13,-4,-3,-0.1,-3,6
Cc1ccc(O)c(C(=O)c2cc(C(=O)NCc3ccccc3)c(=O)n(Cc3ccccc3)c2)c1,-2,-11,25,-1,27,-24,-2,14,-0.4,-3,24
COc1nc2ccccc2c(=O)n1-c1ccc(C)cc1,-5,12,-31,-13,-15,-3,0,0,-0.7,-2,6
COc1ccc2c(c1)c(C(=O)O)c(C)n2CC(C)C,3,1,-2,-3,3,-30,-13,-4,-1.1,2,-16
COC(=O)C1=C(c2cccc(C#N)c2)C[C@@H]2CC[C@H]1N2C(=O)NCC1CC1,1,0,-2,-10,-2,0,-2,-4,-2.4,4,-12
CCOc1ccc(N2C(=O)NC(=O)/C(=C\c3ccccc3[N+](=O)[O-])C2=O)cc1,7,3,9,-14,13,-22,3,12,3.2,-3,-12
O=[N+]([O-])c1cccc(CCl)c1,19,2,1,1,-4,-7,-58,6,-3.0,1,-5
CC(C)C[C@H]1C(=O)N2CCC[C@H]2[C@]2(O)O[C@](NC(=O)[C@@H]3C=C4c5cccc6[nH]cc(c56)C[C@H]4N(C)C3)(C(C)C)C(=O)N12,8,-7,7,-20,5,-3,-4,3,0.3,1,0

As a working copy, 14 of the compounds above:
Molecule,MITF TRPM1 inh,KKLEB cytotox,HIF-2a block,CF NFkB inh,Peg3 promoter,NR2E3 ag-1,EBV LMP1 NFkB,C8 TRAIL sens,iPSC survival up,NR2E3 ag-2,Shn3 inh set2
O=C(O)COc1ccccc1/C=C1\C(=O)NC(=O)N(CCC2=CCCCC2)C1=O,14,13,10,-11,-15,-15,1,-6,-0.2,-6,-25
COc1ccc(-c2nn(CCC#N)cc2C(=O)NCc2ccccc2)cc1,-1,4,4,-14,6,-1,1,-7,1.6,0,7
O=C1NCN(c2ccccc2)C12CCN(C(c1ccnc3ccccc13)c1nnnn1C1CCCC1)CC2 (stereo unspecified),/,-13,21,26,21,0,/,-11,3.8,/,-12
O=C1NCCN2CCCC12 (stereo unspecified),6,6,13,-18,10,0,2,-28,4.0,1,9
COc1cc2c(cc1OC)C(C(=O)N(C)C1CCCCC1)C1CCCCN1C2=O (stereo unspecified),-4,-2,12,12,11,-4,-2,20,2.4,5,17
CCC(=O)c1ccc(OC)c(OC)c1,/,2,17,-27,-5,5,-4,-6,0.5,3,1
C=CCC1(Nc2ccccc2)CC(C)N(C)CC1C (stereo unspecified),-6,18,23,-3,2,-42,-1,-1,-0.7,-3,10
O=C(c1cc(F)ccc1F)C1CCCN(Cc2cccc(Cl)c2)C1 (stereo unspecified),7,-2,11,20,4,18,-4,2,0.6,1,15
O=C(O)CCn1cc(C=C2C(=O)NC(=S)NC2=O)c(-c2cccc(Cl)c2)n1,2,1,11,2,-12,13,-4,-3,-0.1,-3,6
Cc1ccc(O)c(C(=O)c2cc(C(=O)NCc3ccccc3)c(=O)n(Cc3ccccc3)c2)c1,-2,-11,25,-1,27,-24,-2,14,-0.4,-3,24
COc1nc2ccccc2c(=O)n1-c1ccc(C)cc1,-5,12,-31,-13,-15,-3,0,0,-0.7,-2,6
COc1ccc2c(c1)c(C(=O)O)c(C)n2CC(C)C,3,1,-2,-3,3,-30,-13,-4,-1.1,2,-16
COC(=O)C1=C(c2cccc(C#N)c2)C[C@@H]2CC[C@H]1N2C(=O)NCC1CC1,1,0,-2,-10,-2,0,-2,-4,-2.4,4,-12
CCOc1ccc(N2C(=O)NC(=O)/C(=C\c3ccccc3[N+](=O)[O-])C2=O)cc1,7,3,9,-14,13,-22,3,12,3.2,-3,-12

(further entries)
Molecule,MITF TRPM1 inh,KKLEB cytotox,HIF-2a block,CF NFkB inh,Peg3 promoter,NR2E3 ag-1,EBV LMP1 NFkB,C8 TRAIL sens,iPSC survival up,NR2E3 ag-2,Shn3 inh set2
CC(=O)NCC1=C(c2ccc3ccccc3c2)C[C@@H]2CC[C@H]1N2Cc1ccco1,/,-8,9,13,-8,-14,2,5,-3.1,/,-9
COc1cccc(NP2(=O)OCC(C)([N+](=O)[O-])CO2)c1 (stereo unspecified),3,9,13,-4,11,-13,-6,-3,1.7,/,14
O=C1NC(=O)C(=Cc2ccc(N3CCN(C(=O)c4ccccc4)CC3)c([N+](=O)[O-])c2)C(=O)N1,22,-7,7,5,6,36,-2,8,-1.4,-1,19
Cc1ccsc1C(=O)C1CCCN(CCO)C1 (stereo unspecified),-1,-12,4,-8,13,5,-3,-3,-1.1,1,13
Cc1ccc(/C=C2\C(=O)NC(=O)N(CCc3ccc(F)cc3)C2=O)o1,10,-1,23,19,18,-20,6,4,-0.4,3,2
C[C@]12CCC3C(CC[C@H]4C[C@@H](O)CC[C@]34C)C1C[C@H](Br)[C@@H]2O (stereo partly specified),/,6,-3,3,2,20,/,1,1.2,/,7
NS(=O)(=O)c1ccc(N2CCNCC2)cc1,-4,0,15,22,-2,-7,-4,-2,1.5,-6,-6
Cc1sc2ncn(CC(=O)N3CCC4(CC3)OCCO4)c(=O)c2c1C,-4,-1,1,4,20,-6,3,10,1.2,-1,8
Clc1ccc2nc3c(c(-c4ccccc4)c2c1)CNCC3,-2,-10,27,3,24,-3,-4,-2,-1.2,-3,14
CP(=O)(Nc1ccccc1)C(Cl)(Cl)Cl (stereo unspecified),7,-5,15,3,2,18,6,-5,-0.5,-1,-10
O=c1[nH]c(=O)n(CCC2=CCCCC2)c(O)c1/C=N/N1CCOCC1,4,-11,14,2,8,6,-1,-10,-0.2,2,3
N#Cc1cc2c(nc1SCC(=O)Nc1ccc(Cl)cc1)C1CCN2CC1,-3,-11,-225,3,-125,-55,-20,6,-1.2,1,-71
O=C(Cn1cc(C=C2C(=O)NC(=O)NC2=O)c2ccccc21)NCC1CCCO1 (stereo unspecified),-7,2,6,-12,3,0,-5,-12,0.0,0,0
O=C1CN=C(c2ccccc2)c2c(sc3c2CCCC3)N1,12,-3,9,19,13,-84,-13,9,-1.4,-2,22
O=c1c2ccccc2nc(/C=C/c2ccccc2)n1-c1ccccc1O,2,-4,0,-5,8,-20,-7,10,-0.7,-2,7
CCc1ccccc1NC(=O)N1C[C@H]2C[C@@H](C1)c1cccc(=O)n1C2,-1,6,6,9,-6,10,-3,-6,-1.7,3,-10
Cc1ccc(Cn2cc(C=O)c(-c3ccc(C)cc3)n2)cc1,-30,-18,-176,9,-190,-50,-5,16,-0.5,2,4
C=CCN1C(=O)NC(=O)/C(=C/c2ccc(OC)c(COc3ccc(NC(C)=O)cc3)c2)C1=O,5,-2,17,-7,16,-4,-8,9,-0.2,1,-35
CNC(=O)Oc1cccc(-c2cn3cc(Cl)ccc3n2)c1,21,-10,-14,-21,-17,-139,9,80*,-3.0,-1,13
COc1ccc(C(c2nnnn2-c2c(C)cccc2C)N2CCC3(CC2)C(=O)NCN3c2ccccc2)cc1 (stereo unspecified),/,-21,10,4,42,-20,/,18,-0.2,/,4
Nc1ncc(P(=S)(N2CCOCC2)N2CCOCC2)s1,-2,6,14,-2,2,0,4,12,1.1,1,-10
COc1cccc(OCC(=O)N2CCN(C)CC2)c1,4,-6,2,9,-5,-7,2,-12,-0.5,2,-22
CC12Cc3cn[nH]c3C=C1CCC1C2CCC2(C)C1CCC2(C)O (stereo unspecified),17,-23,21,33,21,11,-2,-25,-0.5,/,-25
C=CCn1c(O)c(/C=C2\C=Nc3ccccc32)c(=O)[nH]c1=O,/,14,21,-17,5,-12,/,7,1.0,0,11
O=c1[nH]c(=O)n(C2CCCCCC2)c(O)c1C=NCCCN1CCOCC1,-1,4,9,-2,-1,10,-5,2,7.4,2,-39
CC(NCc1ccc(Cl)cc1Cl)C(O)c1ccccc1 (stereo unspecified),-42,-4,-119,-16,-67,-14,-3,-5,-0.8,1,-13
